Bioassay records: PubChem, The Scripps Research Institute Molecular Screening Center
ADAM10 inh: human ADAM10 inhibitors, primary screen, biochemical, QFRET, HTS | Disintegrin and metalloproteinase domain-containing protein 10 (Homo sapiens), O14672 | recombinant ADAM10, EDANS/DABCYL FRET peptide cleavage, 3 h | inhibition, % at 7 µM | actives 0.62% (n = 370,000) | AID 720582, 2013;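 active = inhibition above a per-campaign cutoff equal to the mean of compounds falling between control-based bounds plus 3 SD, cut at about 20% in these data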;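 note: 0% = DMSO wells while the 100% control is not disclosed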
hcDAF12 agonist: H. contortus DAF-12 nuclear receptor activators, primary screen, cell-based, luminescence, HEK293, lit1-tk-luc reporter; HEK293 hcDAF-12 lit1-tk-luc reporter; 0% DMSO, 100% Δ7-dafachronic acid; activation, % at 6.8 µM; actives 1.4% (n = 370,000);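 active = activation above the mean of all tested compounds plus 3 SD, cut at about 5.5% in these data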;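 note: 100% = response to 3 µM Δ7-dafachronic acid high control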
GAA850 FXN act: FXN promoter activators, primary screen, cell-based, luciferase luminescence, HEK293 lucGAA850 | AID 540364, 2011 | HEK293 lucGAA850 FXN promoter luciferase reporter, 24 h; percent of 10 µM SAHA response | activation, % at 6 µM | actives 0.56% (n = 360,000);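 active = activation above the average of all compounds screened plus 3 SD, cutoff fixed separately per campaign, cut at about 7.5% in these data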;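 note: 0% = DMSO wells and 100% = 10 µM SAHA wells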
ADAM17 inh: ADAM17 inhibitors, primary screen, biochemical, QFRET; Disintegrin and metalloproteinase domain-containing protein 17 (Homo sapiens), P78536; recombinant ADAM17, EDANS/DABCYL FRET peptide cleavage; inhibition, % at 6.95 µM; actives 0.83% (n = 370,000); AID 720648, 2013;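 active = inhibition above the mean of compounds lying between control limits plus 3 SD, set per campaign, cut at about 8.5% in these data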;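 note: 0% = DMSO-only wells as the low control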
Target sequence (P78536 215-824 limits assumed): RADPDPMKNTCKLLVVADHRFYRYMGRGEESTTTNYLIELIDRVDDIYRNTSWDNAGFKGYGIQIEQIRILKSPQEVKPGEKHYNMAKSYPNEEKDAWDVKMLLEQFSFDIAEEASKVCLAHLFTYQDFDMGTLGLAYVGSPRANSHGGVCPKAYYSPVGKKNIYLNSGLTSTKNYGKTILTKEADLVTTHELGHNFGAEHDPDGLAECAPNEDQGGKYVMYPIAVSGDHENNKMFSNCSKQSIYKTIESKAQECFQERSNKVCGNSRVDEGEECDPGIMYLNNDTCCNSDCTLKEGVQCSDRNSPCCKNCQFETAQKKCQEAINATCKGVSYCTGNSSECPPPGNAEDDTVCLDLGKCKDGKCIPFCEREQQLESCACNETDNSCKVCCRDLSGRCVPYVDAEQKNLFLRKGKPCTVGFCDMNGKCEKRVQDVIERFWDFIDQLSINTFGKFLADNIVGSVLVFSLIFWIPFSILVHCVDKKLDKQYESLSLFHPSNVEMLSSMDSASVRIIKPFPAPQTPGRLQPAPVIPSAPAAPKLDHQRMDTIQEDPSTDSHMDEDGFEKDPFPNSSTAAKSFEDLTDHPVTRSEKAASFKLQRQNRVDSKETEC
DAX1 inh-1: DAX1 (NR0B1) inhibitors on StAR promoter, primary screen, cell-based, luminescence, SF-1 (NR5A1), full-length DAX-1; HEK293T StAR-luciferase reporter, SF-1/DAX-1 repression relief; inhibition, % at 6.8 µM; actives 1.1% (n = 370,000); AID 652010, 2013;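 active = inhibition above the mean over all tested compounds plus 3 SD, cut at about 3.6% in these data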;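 note: 0% = DAX-1 cells with DMSO and 100% = cells lacking DAX-1 with DMSO; higher inhibition means more luminescence from relief of DAX-1 repression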
DAX1 inh-2: DAX1 (NR0B1) inhibitors, primary screen, cell-based, HEK293, Gal4-DAX1, luciferase luminescence; Nuclear receptor subfamily 0 group B member 1 (Homo sapiens), P51843; HEK293 Gal4-DAX1 luciferase reporter; inhibition, % at 6.75 µM; actives 0.99% (n = 340,000); AID 504766, 2011;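 active = inhibition above the mean over all tested compounds plus 3 SD, cut at about 4.2% in these data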;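 note: 0% = DAX1-transfected cells with DMSO and 100% = empty-vector control cells with DMSO; inhibition shows as a rise in luminescence from relieved DAX1 repression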
Target sequence (P51843 207-470 limits assumed): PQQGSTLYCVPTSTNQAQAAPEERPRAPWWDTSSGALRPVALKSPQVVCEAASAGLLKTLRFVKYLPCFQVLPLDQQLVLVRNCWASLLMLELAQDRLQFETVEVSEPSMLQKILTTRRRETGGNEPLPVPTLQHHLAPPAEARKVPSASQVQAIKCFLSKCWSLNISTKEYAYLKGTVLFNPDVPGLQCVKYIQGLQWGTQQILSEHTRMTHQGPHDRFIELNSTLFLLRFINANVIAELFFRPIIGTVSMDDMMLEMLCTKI
PLCg1 inh: PLC-gamma1 enzyme inhibitors, primary screen, biochemical, fluorescence, purified enzyme | fluorogenic substrate | inhibition, % at 12.2 µM | actives 0.84% (n = 370,000); in the data active = inhibition above about 9.5%
ssDAF-12 act: S. stercoralis DAF-12 nuclear receptor activators, primary screen, cell-based, luminescence, HEK293, GRIP1 co-expression, lit1-tk-luc | HEK293 ssDAF-12/GRIP1 lit1-tk-luc reporter; % of 3 µM dafachronic acid response | AID 652126, 2013 | actives 1% (n = 370,000) | activation, % at 6.8 µM | Nuclear hormone receptor DAF-12 (Strongyloides stercoralis);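 active = activation above the mean over all tested compounds plus 3 SD, cut at about 0.9% in these data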;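 note: 0% = DMSO-only wells and 100% = 3 µM delta7-dafachronic acid wells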
hgDAF-12 ag: H. glycines DAF-12 receptor agonists, primary screen, cell-based, luminescence, HEK293, GAL4 fusion, UAS-luciferase; AID 687014, 2013; HEK293 GAL4-hgDAF12 UAS-luciferase reporter, agonist luminescence; normalized to butyrate control; actives 1.8% (n = 370,000); Nuclear hormone receptor DAF-12 (Heterodera glycines), GAL4 fusion; activation, % at 6.8 µM;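 active = activation above a cutoff set at the mean of all screened compounds plus 3 SD, cut at about 10% in these data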;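 note: 0% = DMSO wells and 100% = sodium butyrate wells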
HGIII-sPLA2 inh: human group III sPLA2 inhibitors, primary screen, biochemical, QFRET, BODIPY PC-A2 liposome substrate | QFRET BODIPY PC-A2 liposome hydrolysis, fluorescence | Group 3 secretory phospholipase A2 (Homo sapiens), Q9NZ20 | inhibition, % at 12.2 µM | actives 0.56% (n = 370,000);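 active = inhibition above mean plus 3 SD of compounds lying within the high and low control bounds, cut at about 19% in these data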;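 note: 0% = median of test compound wells and 100% = no enzyme DMSO wells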
PLCb3 inh: human PLC-beta3 inhibitors, primary screen, biochemical, fluorescence; actives 0.18% (n = 370,000); inhibition, % at 12.2 µM; Purified PLC-beta3, fluorogenic substrate; 1-phosphatidylinositol 4,5-bisphosphate phosphodiesterase beta-3 (Homo sapiens), Q01970; in the data active = inhibition above about 11%;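 note: 0% = median of compound wells on plate and 100% = full blocker control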
* = called active by the depositor; / = not tested or not shown.

The line under a structure holds: ADAM10 inh, hcDAF12 agonist, GAA850 FXN act, ADAM17 inh, DAX1 inh-1, DAX1 inh-2, PLCg1 inh, ssDAF-12 act, hgDAF-12 ag, HGIII-sPLA2 inh, PLCb3 inh
CC(C(=O)Nc1ccc(S(=O)(=O)N2CCOCC2)cc1)N1C(=O)C2CC=CCC2C1=O (configuration not stated)
→ -7, -0.9, 1.4, -3, -1.0, 2.9, -3, -1.9, -0.4, -4, -4
CC1(O)CC2CC1C(C(=O)O)C2C(=O)O (configuration not stated)
→ -13, -0.6, 0.3, -2, -0.1, 1.5, 4, -1.1, -0.3, 2, 1
CC(NC(=O)c1ccc2nc[nH]c2c1)c1ccccc1 (configuration not stated)
→ 6, -1.3, 3.7, -3, 0.1, -0.9, 3, -0.9, -0.3, 4, 2
COC(=O)[C@@]1(Cc2ccc(F)cc2)[C@H]2c3cc(C(=O)N(C)C)n(CCF)c3C[C@H]2CN1C(=O)c1ccccc1
→ -9, 0.6, /, -4, -0.3, /, -4, -1.4, -2.0, -5, -7
COc1ccc(O)c(C(=O)c2cc(C#N)c(=O)n(Cc3ccccc3)c2)c1
→ -16, -1.1, 2.2, -5, -0.6, -1.0, -3, -0.5, 2.1, -6, -1
O=C(C=CC(=O)OC1CCCCC1)OC1CCCCC1
→ -15, -1.2, 3.3, -4, -1.3, 0.2, -1, -0.9, 1.7, 12, -3
CCOc1ccc(N(C(=O)CNC(=O)c2cccs2)C(C(=O)NCC2CCCO2)c2ccc(OC)c(OC)c2)cc1 (configuration not stated)
→ 4, -1.6, 0.3, -1, 0.0, 0.5, 2, -1.4, 0.7, 1, -3
COc1cc(OC)c(NC(=O)CCCn2c(=O)oc3ccccc32)cc1Cl
→ -7, -0.5, 3.5, -4, -0.1, -0.4, -3, -0.9, 1.4, 11, 1
Cc1cc(C)nc(NC(N)=NCCc2c[nH]c3ccccc23)n1
→ 1, 0.9, 2.0, 1, -1.3, 1.9, 0, -1.2, 1.1, -25, 2
CN(C)C(=O)C[C@@H]1C=C[C@@H](NC(=O)C2CCC2)[C@@H](CO)O1
→ -17, 0.3, /, -3, -0.3, /, 0, -0.5, -0.5, 8, 0

The results go on.
The line under a structure holds: ADAM10 inh, hcDAF12 agonist, GAA850 FXN act, ADAM17 inh, DAX1 inh-1, DAX1 inh-2, PLCg1 inh, ssDAF-12 act, hgDAF-12 ag, HGIII-sPLA2 inh, PLCb3 inh
CC1(c2ccc3c(c2)OCCCO3)NC(=O)N(CC(=O)NCCc2ccc(F)cc2)C1=O (configuration not stated)
→ -12, 1.2, -1.3, -5, -0.8, 0.4, 1, -1.0, -1.1, -2, -2
O=c1oc2cc(OCc3c(F)cccc3Cl)ccc2cc1-c1ccccn1
→ -213, -0.1, 3.0, -58, 0.1, 0.1, -60, -1.2, 0.9, 6, -73
Cc1cc(C)n(CCC(=O)N/N=C/c2ccc(Br)c([N+](=O)[O-])c2)n1
→ 0, -0.2, 1.6, -2, 0.2, 2.1, 0, -1.1, -1.4, -3, -5
O=C(O)CNc1ncccc1[N+](=O)[O-]
→ 7, -1.4, 2.2, 4, 0.3, -0.6, 2, -0.8, 2.0, 2, 8
COc1ccc2cc(N=Cc3nc(-c4ccc(C)cc4)oc3O)cnc2c1
→ -32, 0.2, 0.2, -11, 0.6, 1.2, -13, -0.5, 2.1, -2, -14
CC1Cc2cc(/C(O)=C3\C(=O)C(=O)N(CCN(C)C)C3c3ccccc3F)ccc2O1 (configuration not stated)
→ -7, -0.3, -0.8, -6, -0.9, -0.8, 1, -0.6, 0.4, 2, -2
COc1ccc(CC(=O)NNC(=S)NC(=O)c2cccnc2)cc1
→ 2, 1.3, 2.0, 0, 0.3, -0.7, -1, -1.5, 0.0, 0, -5
Fc1ccc(-c2c[nH]c(=S)n2Cc2ccccc2)cc1
→ 1, -0.5, 0.2, 5, -0.3, -0.6, 2, -1.6, -3.5, 11, 0
CC1(C)Cc2c(c(N3CCOCC3)nc3sc(C(=O)Nc4cccc(Cl)c4)c(N)c23)CO1
→ -95, 0.0, 2.4, -41, -0.4, 0.5, -198, -1.0, 2.9, 0, -284
CCOC(=O)N1CCN(S(=O)(=O)c2cc(Br)cnc2N)CC1
→ -1, -1.7, 0.5, -5, -0.2, 0.1, 2, -1.0, -1.2, 2, -1

Next part.
The line under a structure holds: ADAM10 inh, hcDAF12 agonist, GAA850 FXN act, ADAM17 inh, DAX1 inh-1, DAX1 inh-2, PLCg1 inh, ssDAF-12 act, hgDAF-12 ag, HGIII-sPLA2 inh, PLCb3 inh
Cc1cc(=O)oc2cc(Oc3ccc(C(N)=O)cc3[N+](=O)[O-])ccc12
→ -198, -1.5, -1.2, -67, -0.5, -0.6, -33, -1.1, -4.9, 0, -50
CCOC(=O)[C@@H]1[C@H]2COc3cc(OC)ccc3[C@H]2N2C(=O)N(c3ccc(F)cc3)C(=O)[C@@]12C
→ 2, -0.6, 1.0, -6, -0.4, 0.5, -1, -1.3, 0.0, 7, 0
CC(=O)Nc1ccc(S(=O)(=O)Nc2c(NC3CCCCC3)c3ccccc3oc2=O)cc1
→ -2, -0.1, 0.1, 0, 0.0, 0.0, 3, -1.0, 0.4, 3, -5
CCOc1ccc(Oc2nc(N(CC)CC)nc(N3CCOCC3)n2)nn1
→ 6, -1.6, 1.8, -4, 1.0, 2.5, 1, -1.0, 1.4, -1, -2
CC(=O)c1sc(NC(=O)c2cnc(Cl)c(Cl)c2)nc1C
→ 4, 4.2, 3.2, -1, 0.5, 1.4, -12, -0.2, 6.1, 2, -17
COc1ccc(C(=O)COC(=O)c2cncc(Br)c2)cc1
→ -12, -0.8, 2.3, -3, 1.2, 0.4, -5, -1.4, 3.3, 9, -10
COC(C[C@@H](O)[C@H](C)[C@H](O)COCc1ccccc1)OC
→ 7, -0.6, 0.5, 2, 0.0, -0.8, 4, -1.2, 1.0, 0, 1
CCc1ccc(-c2nc(CN3CCC(C(=O)NCc4ccccc4OC)CC3)c(C)o2)cc1
→ 2, -0.8, 0.2, -1, -0.6, -0.1, 2, -1.4, -0.9, -27, -1
CCCC1CCC2(CCCN2CCOC(=S)Nc2ccccc2Br)CC1 (configuration not stated)
→ -5, -1.4, /, -5, /, /, -1, -1.0, 1.3, 8, -1
CC(C)[C@H](NC(=O)N1CCn2c1nc1ccccc12)C(=O)NCc1ccccc1Cl
→ 9, -2.0, -0.2, 4, 0.5, 0.6, 3, -1.0, -2.4, -6, 2

The results go on.
The line under a structure holds: ADAM10 inh, hcDAF12 agonist, GAA850 FXN act, ADAM17 inh, DAX1 inh-1, DAX1 inh-2, PLCg1 inh, ssDAF-12 act, hgDAF-12 ag, HGIII-sPLA2 inh, PLCb3 inh
Cc1ccc(C(=O)CCC(=O)NC2=NCCS2)cc1
→ -3, -1.4, -1.3, 0, -0.7, -0.3, 1, -0.7, 0.8, 6, -15
Cc1cc(C(=O)Nc2ccc(S(=O)(=O)Nc3nccs3)cc2)c(C)o1
→ -2, -1.1, 2.2, -2, 0.4, 0.0, -1, -0.9, 1.2, -29, 0
COc1ccc(CCC(=O)N2CCN(c3ccccc3)CC2)cc1OC
→ 1, 0.1, -2.0, 0, -0.5, -0.1, 0, -0.7, -0.4, -2, -1
COc1cccc(CNC(=O)CSc2cc(=O)n(C)c3ccccc23)c1
→ -11, -3.2, 3.4, -5, -0.5, 1.5, -4, -1.6, -4.2, 3, -7
O=C(OCC(=O)N1CCOCC1)c1cnc(Cl)c(Cl)c1
→ -5, 0.5, 0.4, 0, 2.1, 0.8, 3, -1.2, -1.6, 0, 1
CCN1C(=O)c2cccc3c(S(=O)(=O)Nc4ccc(O)c(C(=O)O)c4)ccc1c23
→ -32, -0.4, -0.9, -1, 1.4, -0.4, -3, -0.7, 1.9, -28, -15
COc1ccc(C(c2sc3nc(C)nn3c2O)N2CCN(Cc3ccccc3)CC2)cc1OC (configuration not stated)
→ 2, -0.2, 0.4, 4, 0.4, 0.6, 6, -1.1, -0.5, 2, -1
Oc1ccccc1C=NN=Cc1c(O)ccc2ccccc12
→ 0, -0.2, 5.1, 0, -0.3, 3.9, 2, -0.1, 2.6, 0, -2
CC(=O)Nc1nc(C)c(S(N)(=O)=O)s1
→ -7, 0.3, -1.8, -4, -0.2, -0.8, 2, -1.4, -1.5, 7, 1
CCOC(=O)N1CCN(c2cc(=O)n(C3CCCCC3)c(=O)[nH]2)CC1
→ -6, -1.3, 1.5, -2, -0.3, 1.8, -2, -1.5, -0.1, 1, -1

Further entries follow.
The line under a structure holds: ADAM10 inh, hcDAF12 agonist, GAA850 FXN act, ADAM17 inh, DAX1 inh-1, DAX1 inh-2, PLCg1 inh, ssDAF-12 act, hgDAF-12 ag, HGIII-sPLA2 inh, PLCb3 inh
CCC/C=C/c1ccc(CN2C(C)C(=O)N(Cc3cn(CCC4OCCCO4)nn3)CCS2(=O)=O)cc1 (configuration not stated)
→ -13, -1.4, -0.6, 4, 1.1, -0.2, -1, -1.4, 1.1, -21, 2
O=C(CSc1nnc(Nc2ccccc2F)s1)NC(=O)CN1CCCC1=O
→ 0, -0.1, 1.5, 0, 0.2, 0.8, 0, -0.5, 3.3, -1, -5
Cc1ccc(Cl)cc1NC(=O)C1CC(=O)N(C(C)C)C1 (configuration not stated)
→ -2, -1.0, -0.1, -1, -0.6, 0.9, 1, -0.8, 0.4, 2, -5
O=C(N/N=C/c1cccs1)c1cc(-c2ccc(Cl)s2)[nH]n1
→ 0, -0.9, 1.4, 1, -0.5, 1.0, -3, -1.0, 0.6, -9, -2
CCCC(=O)N(c1ccc(OCC)cc1)S(=O)(=O)c1ccc2c3c(cccc13)C(=O)N2C
→ -57, -1.9, 1.0, -12, -0.1, -0.7, -142, -1.2, -0.2, 5, -195
